Rad51 HR inh – Rad51 (human) homologous recombination inhibition | 200,000 compounds, 0.085% hits | inhibition, % at 10 µM | Q06609 | hRad51 DNA strand exchange, fluorescence dequenching | AID 1385;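 active means inhibition above 40% at the single screening dose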;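 further: 0% = DMSO control wells and 100% = blanks with heterologous ssDNA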
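Test system: preformed human Rad51 ssDNA filaments. Compound dosing: single dose, 10 µM final compound. Incubation: filaments 15 min 37 °C, then compound 30 min. Technique: FRET fluorescence dequenching, excitation 485 nm, emission 520 nm. Read-out basis: percent inhibition from fluorescence, normalised to plate control and blank means. Benchmarks: plate controls and plate blanks.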
Hck-Nef inh – inhibitors of human Hck kinase activated by Nef | Recombinant Hck-YEEI plus Nef, Z-Lyte FRET kinase assay | inhibition, % at 20 µM | 220,000 compounds, 0.68% hits | AID 463187;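 active means Hck-Nef kinase inhibition above about 50%, limit read from the data; inactive means inhibition below that limit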;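 further: 0% = DMSO with Hck plus Nef and 100% = Hck alone without Nef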
TNF necrop inh – inhibitors of TNF-alpha induced necroptosis in Jurkat FADD-/- cells; Jurkat FADD-/- TNF necroptosis rescue, ATP luminescence, 24 h; 0 = TNF only, 100 = no-TNF cells; activation (protection from cell death), % at 10 µM; 220,000 compounds, 0.068% hits; AID 463075;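 active means activation, meaning protection from cell death, of at least 50% relative to plate controls; inactive means activation below 50%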;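 further: necroptosis triggered by 40 ng/mL TNF-alpha added together with compound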
KLK5 inh – kallikrein 5 (human) inhibition. recombinant hK5, fluorogenic AMC substrate cleavage. inhibition, % at 5 µM. 210,000 compounds, 0.59% hits. AID 873;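 active means inhibition of 40% or more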;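 further: 0% = enzyme controls without compound and 100% = no-enzyme blanks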
thrombin 1536 – thrombin (human) inhibition; alpha-thrombin, Boc-VPR-AMC fluorogenic substrate cleavage; inhibition, % at 5 µM; 220,000 compounds, 0.26% hits; P00734;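 active means inhibition at or above 40%; inactive means inhibition below 40%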;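 further: 0% = enzyme with no compound and 100% = wells without enzyme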
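Material: human alpha-thrombin protein; Also added: Boc-VPR-AMC substrate, 15 µM final; Timing: enzyme reaction carried out at room temperature; Signal: fluorescence, ex 355 nm, em 460 nm; Measure: % inhibition of thrombin; Controls: enzyme without compound as high, wells lacking enzyme as low.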
zVAD death inh – blocks zVAD induced death of L929 cells. L929 zVAD necroptosis rescue, ATP luminescence, 24 h; with zVAD 60 µM. viability rescue, % at 10 µM. 220,000 compounds, 0.38% hits. AID 1377;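 active means activation, scaled between plate controls, above about 75%, limit read from the data; inactive means activation under that limit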;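 further: 0% = zVAD with DMSO and 100% = DMSO alone without zVAD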
KCC2 mod – modulates chloride dependent transport by human KCC2. B-score of Tl+ flux slope (higher = more flux/activation; lower = inhibition) at 10 µM. 190,000 compounds, 2.2% hits. KCC2 cells, thallium flux FluoZin-2 fluorescence. Q9H2X9;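 active means thallium flux slope and its plate-corrected score both differing from the plate sample mean at a set confidence after two filtering rounds, in either direction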;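 further: slope of fluorescence scaled to starting intensity during 10 to 20 s after thallium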
Target sequence (Q9H2X9 whole entry, looked up): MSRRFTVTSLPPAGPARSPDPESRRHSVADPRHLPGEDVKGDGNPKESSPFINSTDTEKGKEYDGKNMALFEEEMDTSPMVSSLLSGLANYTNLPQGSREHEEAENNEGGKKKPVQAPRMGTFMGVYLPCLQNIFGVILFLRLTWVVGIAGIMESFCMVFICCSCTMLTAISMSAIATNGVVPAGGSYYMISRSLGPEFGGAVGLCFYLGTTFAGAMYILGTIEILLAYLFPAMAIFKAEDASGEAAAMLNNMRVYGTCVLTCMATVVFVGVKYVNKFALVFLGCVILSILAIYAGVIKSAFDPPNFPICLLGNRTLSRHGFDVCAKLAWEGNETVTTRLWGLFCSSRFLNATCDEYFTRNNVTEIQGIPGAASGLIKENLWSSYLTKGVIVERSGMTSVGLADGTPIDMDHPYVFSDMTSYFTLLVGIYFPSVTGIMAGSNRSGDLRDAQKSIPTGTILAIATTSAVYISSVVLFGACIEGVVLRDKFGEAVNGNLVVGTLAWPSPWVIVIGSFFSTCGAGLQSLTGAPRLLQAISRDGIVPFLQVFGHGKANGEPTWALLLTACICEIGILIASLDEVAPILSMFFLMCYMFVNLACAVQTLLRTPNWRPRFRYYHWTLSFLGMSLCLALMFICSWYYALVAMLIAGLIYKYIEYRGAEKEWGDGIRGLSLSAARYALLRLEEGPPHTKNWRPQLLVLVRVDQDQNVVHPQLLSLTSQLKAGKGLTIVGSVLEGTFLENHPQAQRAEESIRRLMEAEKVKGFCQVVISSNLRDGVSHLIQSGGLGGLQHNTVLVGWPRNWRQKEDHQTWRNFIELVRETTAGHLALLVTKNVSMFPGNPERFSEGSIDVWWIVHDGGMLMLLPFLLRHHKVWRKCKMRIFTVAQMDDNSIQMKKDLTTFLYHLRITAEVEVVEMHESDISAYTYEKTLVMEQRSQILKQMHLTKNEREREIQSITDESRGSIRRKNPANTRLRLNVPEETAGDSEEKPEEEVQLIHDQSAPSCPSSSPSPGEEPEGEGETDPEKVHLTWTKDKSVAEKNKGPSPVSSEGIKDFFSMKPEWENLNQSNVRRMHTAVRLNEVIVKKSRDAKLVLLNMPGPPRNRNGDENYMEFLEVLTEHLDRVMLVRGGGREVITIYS
FXIIa inh 1536 – factor XIIa (human) inhibition; P00748; purified FXIIa, Boc-QGR-AMC fluorogenic substrate, 2 h; inhibition, % at 5 µM; 220,000 compounds, 0.3% hits; in the data active means inhibition above about 40%;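 further: 0% = enzyme with no compound and 100% = blank without enzyme; many of its hits are not listed in these tables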
FXIa inh – inhibitors of human coagulation factor XIa; 220,000 compounds, 0.14% hits; P03951; inhibition, % at 5 µM; purified FXIa, Boc-Glu-Ala-Arg-AMC fluorogenic substrate;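 active means inhibition of at least 40%; inactive means inhibition below 40%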;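 further: fluorescence of freed AMC excited at 355 nm; 0% = enzyme without compound and 100% = no enzyme blank; many of its hits are not listed in these tables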
Numbers without * were called inactive; x = not tested or not shown. The list is partial, so the mix of outcomes need not match the whole.

The first three records, to show the layout:
SMILES | Rad51 HR inh | Hck-Nef inh | TNF necrop inh | KLK5 inh | thrombin 1536 | zVAD death inh | KCC2 mod | FXIIa inh 1536 | FXIa inh
O=C(N/N=C\c1ccco1)c1cncc(Br)c1 | x | 5 | 1.6 | -13 | 0 | 0.3 | 1.2 | 24 | 25
COC(=O)c1ccc2c(=O)[nH]c(CSc3nnc(C(F)(F)F)n3C)nc2c1 | -6 | 4 | 0.7 | -10 | -10 | 0.8 | 1 | 8 | 3
CCOc1ccccc1NC(=O)c1ccc2nccnc2c1 | -6 | -5 | -2.4 | -23 | -8 | -2.0 | 0.054 | 2 | 4

All compounds of this part, from the start:
SMILES | Rad51 HR inh | Hck-Nef inh | TNF necrop inh | KLK5 inh | thrombin 1536 | zVAD death inh | KCC2 mod | FXIIa inh 1536 | FXIa inh
O=C(N/N=C\c1ccco1)c1cncc(Br)c1 | x | 5 | 1.6 | -13 | 0 | 0.3 | 1.2 | 24 | 25
COC(=O)c1ccc2c(=O)[nH]c(CSc3nnc(C(F)(F)F)n3C)nc2c1 | -6 | 4 | 0.7 | -10 | -10 | 0.8 | 1 | 8 | 3
CCOc1ccccc1NC(=O)c1ccc2nccnc2c1 | -6 | -5 | -2.4 | -23 | -8 | -2.0 | 0.054 | 2 | 4
CCC1CCCCN1CCn1c(=S)[nH]c2cc(OC)c(OC)cc2c1=O (stereo unspecified) | -7 | 0 | 4.1 | 1 | -2 | 0.5 | x | 17 | 1
CCCC(=O)Nc1sc(Cc2ccccc2)c(C)c1C(N)=O | 3 | 28 | 29 | 6 | -4 | 27 | 0.0084 | 5 | 1
CC(C)=C(NC(=O)c1ccccc1)C(=O)Nc1ccc(C(=O)O)cc1 | 12 | 14 | 0.2 | 5 | 4 | 0.6 | 0.44 | 13 | 4
COc1cc(NC(=S)N2CCCC(C)C2)cc(OC)c1OC (stereo unspecified) | -11 | 13 | -1.5 | -16 | 4 | 0.6 | 0.019 | -2 | -4
COc1ccc(CC2SC(=Nc3ccc(F)cc3)NC2=O)cc1 (stereo unspecified) | -1 | 24 | 8.7 | 3 | -7 | 49 | -0.28 | 7 | -2
Cc1ccc(-n2nc(C)c3c2OC(N)=C(C#N)C3c2ccncc2)cc1 (stereo unspecified) | 1 | 1 | -1.4 | -14 | -12 | 4.6 | x | 8 | -3
Cc1csc(N(C(=O)c2ccc(S(=O)(=O)N(C)C)cc2)c2ccccc2)n1 | -4 | -3 | -0.8 | -9 | -4 | 0.2 | 0.36 | 7 | -5
Cn1c(=O)c(C(=O)CSc2nnc(Nc3ccccc3)s2)c(N)n(Cc2ccccc2)c1=O | 10 | 2 | -4.2 | 22 | 15 | -0.1 | 0.8 | 16 | 12
O=C(Nc1cccc(C(F)(F)F)c1)c1cccnc1N1CCCC1 | 4 | -7 | -1.1 | 3 | 1 | -0.1 | -1 | 16 | 0
COc1ccc(NS(=O)(=O)c2ccc(S(=O)(=O)N3CCOCC3)cc2)cc1 | x | 19 | 0.9 | 3 | -1 | 0.7 | 0.18 | 5 | 17
CCOC(=O)N1CCN(C(=O)CCn2nc(-c3ccccc3)ccc2=O)CC1 | x | 0 | 0.4 | -2 | 6 | -0.2 | x | 6 | 1
CCN(CC)CCOc1ccc2c(c1)C(=NNC(=O)c1ccccn1)c1cc(OCCN(CC)CC)ccc1-2 | 99* | 23 | -16 | -5 | -10 | -0.3 | -1.5 | 7 | -1
COc1ccc(-c2nnc(SCCC(=O)O)n2-c2ccccc2)cc1 | -5 | -9 | 0.1 | -11 | 0 | 2.3 | 0.01 | 12 | -2
CC(C)Oc1ncnc2c1[nH]c1ccccc12 | -5 | 15 | -18 | 3 | -1 | 0.1 | -0.021 | 7 | 8
Cc1cnc(C)c(N2CCC(C(=O)NC(C)c3cccs3)CC2)n1 (stereo unspecified) | 3 | 2 | 1.3 | -10 | -5 | 1.0 | 0.38 | 7 | 2
CC(=O)NC1C(OCc2cccc(Br)c2)OC(COC(C)=O)C(OC(C)=O)C1OC(C)=O (stereo unspecified) | x | -11 | 0.1 | x | -6 | -0.3 | 0.82 | 6 | 3
COCCN(Cc1cn(C)nc1-c1ccccc1F)C(C)C | x | 10 | 0.3 | x | -1 | 0.2 | -0.055 | 7 | 0
O=C1C(C2=C(O)c3ccccc3C2=O)=Nc2ccccc21 | -3 | -1 | -14 | -1 | 2 | 1.4 | -0.98 | 14 | 3
Fc1cc2ncn(Cc3ccccc3)c2cc1F | 4 | 0 | -0.5 | 9 | -3 | 0.2 | -0.71 | 2 | -5
COC(=O)c1cc2occc2n1Cc1nc(-c2ccccc2Cl)oc1C | x | -3 | -2.4 | -10 | 3 | x | 0.0065 | 11 | 6
COc1cccc(-c2cc(C(F)(F)F)nc(-n3ccc([N+](=O)[O-])n3)n2)c1 | -5 | -1 | -0.1 | 1 | -2 | 1.7 | 0.051 | 13 | 2
Cn1c(NC(=O)Cc2cccs2)cc(=O)n(C)c1=O | 1 | 1 | 0.3 | -14 | 1 | -0.4 | 0.93 | 13 | 2
Cc1nc(N)c(C#N)c(-c2ccccc2)c1C | -8 | 1 | -4.9 | 6 | -5 | -0.2 | 0.027 | 8 | -5
CC(C)c1cc(-c2cc(C(=O)NCc3ccccc3)on2)nc(NCC2CC2)n1 | -3 | 20 | 2.1 | 4 | 3 | 0.3 | -0.4 | 10 | 6
CCc1ccccc1NC(=O)NC1CCCCC1 | 1 | 0 | 2.2 | 1 | 1 | 0.2 | 0.92 | 14 | 2
COc1ccc(C(=O)Nc2nnc(CCS(=O)(=O)c3ccc(C)cc3)s2)cc1 | -4 | 29 | 1.6 | 1 | 1 | 0.8 | 0.022 | 3 | 3
COc1cc(C2C(C#N)=C(N)Oc3n[nH]c(-c4ccccn4)c32)cc(OC)c1OC (stereo unspecified) | 4 | 1 | 0.9 | 1 | -5 | 3.5 | 0.034 | 1 | -8
O=C(CN1CCCCC1)Nc1ccc(NC(=O)c2ccc(Cl)cc2)cc1Cl | 0 | 0 | 1.8 | -21 | 4 | 30 | x | 14 | 8
O=C(c1ccc2c3c(cccc13)CC2)C1CCCN(Cc2ccccn2)C1 (stereo unspecified) | 1 | 17 | 4.3 | 11 | -1 | -0.8 | -0.98 | 7 | -5
Cc1c(NS(=O)(=O)CC23CCC(CC2=O)C3(C)C)c(=O)n(-c2ccccc2)n1C (stereo unspecified) | 3 | 0 | 0.1 | -7 | 1 | 1.1 | x | 18 | 1
CCc1c(C)nc(N2CCOCC2)[nH]c1=O | 7 | 0 | -11 | -15 | -2 | 0.1 | -0.57 | 14 | 4
CC(=O)c1cc(C#N)c(Oc2ccc(Cl)cc2Cl)nc1C | 3 | 0 | -5.8 | x | x | -0.2 | 1.3 | x | x
Cc1nc(SCCCSc2n[nH]c(C)n2)n[nH]1 | -3 | -1 | -0.8 | 28 | 26 | 0.0 | 0.47 | 28 | 9
CCCCCc1ccc(OCCCC[n+]2ccc(C)cc2)c(CCCCC)c1 | -4 | 22 | -12 | 40* | 9 | 4.9 | 1.2 | 11 | 3
COc1ccc(NC(=O)C(NC(C)=O)C(=O)NCc2ccccc2OC)cc1 (stereo unspecified) | 1 | 4 | -2.9 | -1 | -7 | 0.0 | x | 13 | 2
O=C1N(Cc2cccc(Cl)c2)C[C@@H]2C[C@@H](c3ccsc3)N3CCC[C@@]123 | x | 17 | 1.9 | x | 0 | -0.4 | x | 3 | 1
CCOC(=O)C1(CC)NC(c2ccco2)C2C(=O)N(C)C(=O)C21 (stereo unspecified) | -11 | 11 | -0.2 | -9 | -2 | 0.5 | -1.5 | 9 | 0
COC(=O)c1ccc(OCC(O)CN2CCC(C)CC2)cc1 (stereo unspecified) | 3 | 3 | 0.9 | -7 | -7 | 1.7 | 0.32 | 9 | -3
NC(=O)CC(NC(=O)Cc1ccc(Br)cc1)c1ccc(N2CCN(c3ccccc3)CC2)c([N+](=O)[O-])c1 (stereo unspecified) | -5 | 20 | 1.4 | -1 | -6 | 1.0 | 1.1 | 2 | -1
CCc1nc2c(c(=O)[nH]1)C1(CCCC1)Cc1ccccc1-2 | 0 | 4 | 1.5 | -4 | 1 | 3.1 | x | 14 | 2
COc1ccc(C(NC(=O)c2ccc(=O)[nH]c2)C(=O)Nc2ccc(C(C)C)cc2)cc1 (stereo unspecified) | x | 6 | 1.5 | 17 | -2 | 0.2 | 1.4 | 6 | -1
COCCOC(=O)C1=C(C)NC(=O)NC1c1c(Cl)nc2c(C)cccn2c1=O (stereo unspecified) | -8 | 2 | 2.1 | -2 | 0 | 0.5 | 0.47 | 3 | 5
Cc1ccc(N(CC(=O)Nc2c(C)n(C)n(-c3ccccc3)c2=O)S(C)(=O)=O)c(C)c1 | -128 | 3 | 0.0 | -3 | -2 | -0.1 | -0.046 | 8 | -1
O=C(N1CCOCC1)N1CCN(C(=O)N2CCOCC2)CC1 | x | 5 | -1.7 | x | x | -1.0 | -0.3 | x | x
COc1ccc(CC(=O)N(c2ccccc2)c2nc(C)cs2)cc1 | -3 | 1 | -0.6 | -14 | -19 | 0.6 | 0.86 | 5 | -4
Cc1ccc(N/C(N)=N/c2nc3c(c(=O)[nH]2)CCCC3)c(C)c1 | -6 | 1 | -12 | -11 | -1 | 2.3 | -0.032 | 18 | 2
Clc1ccc(Nc2ncn[nH]2)cc1 | -6 | -1 | -0.6 | 8 | -5 | 0.1 | 1.4 | -3 | -5
OC(CNCc1ccc(Cl)cc1)C(F)(F)F (stereo unspecified) | 7 | 12 | 0.8 | -10 | -1 | 0.2 | 0.45 | 4 | -3
COc1cccc(C(=O)/C=C/Nc2ccc(S(=O)(=O)Nc3cnc4ccccc4n3)cc2)c1 | -8 | 6 | 1.2 | -1 | -5 | 3.1 | -0.72 | 5 | 11
CCN1CCN(CC(=O)Nc2ccc(Cl)c(Cl)c2)C(=O)C1=O | -11 | 0 | 0.8 | -36 | -13 | 0.4 | 1.5 | -1 | -4
O=c1cc(CN2CCN(C/C=C/c3ccccc3)CC2)c2cc(O)c(-c3ccccc3)cc2o1 | x | -5 | 2.3 | -8 | 4 | x | 0.99 | 11 | 4
COCCOc1cc(NC(=O)CS(=O)(=O)CC(=O)N(C)C)c(Cl)cc1Cl | 12 | 4 | 0.0 | x | 2 | -0.2 | 0.17 | 12 | 3
Cc1ccccc1NC(=O)COC(=O)/C=C/c1cn(-c2ccccc2)nc1-c1cccnc1 | -11 | 19 | 4.3 | -24 | -13 | 3.2 | -0.53 | -4 | -6
COc1cc(/C=C2\SC(N)=NC2=O)ccc1OCC(=O)Nc1ccc(C)cc1 | -8 | 93* | -6.4 | -5 | -4 | 11 | -1.2 | 5 | 3
c1ccc2c(c1)ncc1cccn12 | -1 | 2 | 0.0 | -168 | -6 | 0.0 | x | 7 | 5
CC(=O)c1ccc(NS(=O)(=O)c2ccc(N/C=C/C(=O)c3ccc(F)cc3)cc2)cc1 | -2 | 22 | -0.4 | 1 | -4 | 0.8 | -0.91 | 5 | 1

Source: PubChem BioAssay (several laboratories)
